Bioassay records deposited in PubChem by Broad Institute.
PRC2 inh: EZH2 (human) methyltransferase inhibition | actives 0.35% (n = 57,000) | PRC2 H3K27 methylation, DELFIA TRF, 1 h | inhibition, % at 12.5 µM | Q15910;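 active means mean inhibition of replicates at least 50% and every single replicate also reaching 50%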;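 further: dimethyl H3K27 on biotinylated H3 21-44 peptide detected by antibody; plate controls were median neutral control wells for no effect and median positive control wells for full effect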
Target sequence (Q15910 whole entry, looked up): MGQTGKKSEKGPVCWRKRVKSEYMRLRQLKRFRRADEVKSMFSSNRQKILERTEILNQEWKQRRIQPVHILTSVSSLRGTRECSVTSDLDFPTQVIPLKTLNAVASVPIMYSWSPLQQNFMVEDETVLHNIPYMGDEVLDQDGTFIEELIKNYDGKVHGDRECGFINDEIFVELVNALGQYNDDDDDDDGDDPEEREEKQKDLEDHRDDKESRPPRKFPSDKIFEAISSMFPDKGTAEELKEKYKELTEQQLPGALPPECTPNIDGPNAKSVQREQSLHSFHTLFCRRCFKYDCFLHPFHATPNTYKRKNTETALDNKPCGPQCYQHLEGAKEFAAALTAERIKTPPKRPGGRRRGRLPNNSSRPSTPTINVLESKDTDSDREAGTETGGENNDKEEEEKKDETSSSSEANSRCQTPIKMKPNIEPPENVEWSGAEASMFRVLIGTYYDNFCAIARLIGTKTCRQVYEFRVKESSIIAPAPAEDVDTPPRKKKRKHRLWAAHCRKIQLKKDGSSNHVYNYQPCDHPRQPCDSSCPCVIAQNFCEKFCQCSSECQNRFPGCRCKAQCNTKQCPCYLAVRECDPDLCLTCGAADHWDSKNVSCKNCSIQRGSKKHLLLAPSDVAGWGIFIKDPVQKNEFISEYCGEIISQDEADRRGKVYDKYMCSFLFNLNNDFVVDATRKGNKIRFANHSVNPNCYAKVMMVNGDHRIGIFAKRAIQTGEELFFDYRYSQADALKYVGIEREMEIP
IDH1 R132H inh: blocks human IDH1 R132H reductase activity | O75874 | AID 624101 | actives 0.18% (n = 70,000) | diaphorase/resazurin fluorescence, 60 min | inhibition, % at 10 µM; in the data active means inhibition above about 34%;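 further: 0% = DMSO and 100% = no enzyme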
Active calls of the source: *; / = no result given. Not all compounds are listed, so the mix of outcomes need not match the whole.

SMILES	PRC2 inh	IDH1 R132H inh
CNC[C@H]1OCCCC[C@H](C)Oc2ccc(NS(C)(=O)=O)cc2C(=O)N([C@@H](C)CO)C[C@@H]1C	6.6	4.5
CCCC(=O)Nc1ccc2c(c1)C(=O)N(C)C[C@@H](OC)[C@H](C)CN(Cc1nccs1)[C@H](C)CO2	-8.6	-0.2
C[C@@H]1CN([C@H](C)CO)C(=O)c2cc(NS(C)(=O)=O)ccc2O[C@H]1CN(C)Cc1ccc(Cl)c(Cl)c1	0.1	0.7
C[C@H]1CN([C@@H](C)CO)C(=O)c2cc(-c3ccc(F)cc3)cnc2O[C@H]1CN(C)C(=O)c1ccc(F)cc1	-6.1	1.8
CCS(=O)(=O)NCC[C@@H]1CC[C@@H](NS(=O)(=O)c2cccc(F)c2)[C@@H](CO)O1	-2.3	0.0
C[C@@H]1CN([C@H](C)CO)C(=O)CCCn2nncc2CO[C@@H]1CN(C)C(=O)Nc1ccccc1	/	-0.5
C[C@H]1CN([C@@H](C)CO)C(=O)c2cc(NS(=O)(=O)c3ccccc3)ccc2O[C@@H]1CN(C)S(=O)(=O)c1ccc(F)cc1	/	0.5
CC(C)NC(=O)N[C@H]1CC[C@H](CCn2cc(-c3ccc(F)cc3)nn2)O[C@@H]1CO	-6.9	-0.1
Cc1noc(C)c1C(=O)n1cc2c(n1)-c1cc(F)ccc1SC2	1.3	-1.3
C/C=C/c1ccc2c(c1)O[C@H](CN(C)C(=O)c1ccc3c(c1)OCO3)[C@@H](C)CN([C@@H](C)CO)S2(=O)=O	-10.5	0.3
C[C@@H]1CN([C@@H](C)CO)C(=O)Cc2cc(NS(C)(=O)=O)ccc2O[C@H]1CN(C)Cc1ccc(Oc2ccccc2)cc1	/	0.1
CC(C)CC#Cc1ccc2c(c1)O[C@H](CN(C)C(=O)Cc1cccnc1)[C@@H](C)CN([C@@H](C)CO)S2(=O)=O	-5.7	54.3*
COc1ccc([Si](C)(C)[C@H]2[C@H](CCn3cc(CCO)nn3)O[C@@]3(C(=O)N(Cc4cccc(N5CCOC5=O)c4)c4ccccc43)[C@@H]2C)cc1	25.7	0.0
O=C(COc1nc(-c2cccs2)cc(C(F)(F)F)n1)Nc1ccc(Cl)cc1Cl	/	0.4
C[C@H](CO)N1C[C@H](C)[C@H](CN(C)S(C)(=O)=O)OCc2ccccc2-c2ccccc2C1=O	9.1	2.5
COC(=O)c1cn(CC(=O)N2CCOCC2)nn1	1.5	/
O=C(CCN1CCCCC1)NCC[C@@H]1CC[C@H](NC(=O)Cc2cccnc2)[C@@H](CO)O1	5.2	0.0
Cn1c(SCC(=O)Nc2c(F)cc(F)cc2Br)nnc1-c1cccnc1	0.4	0.3
C[C@H]1CN([C@@H](C)CO)C(=O)c2cc(NC(=O)Nc3ccccc3)ccc2O[C@@H]1CN(C)S(C)(=O)=O	6.8	-0.1
O=C(CCN1CCCCC1)NCC[C@H]1CC[C@@H](NC(=O)C2CC2)[C@H](CO)O1	-0.1	0.3

Some of the entries above in a different format.
SMILES,PRC2 inh,IDH1 R132H inh
C[C@@H]1CN([C@H](C)CO)C(=O)CCCn2nncc2CO[C@@H]1CN(C)C(=O)Nc1ccccc1,/,-0.5
O=C(CCN1CCCCC1)NCC[C@@H]1CC[C@H](NC(=O)Cc2cccnc2)[C@@H](CO)O1,5.2,0.0
CC(C)CC#Cc1ccc2c(c1)O[C@H](CN(C)C(=O)Cc1cccnc1)[C@@H](C)CN([C@@H](C)CO)S2(=O)=O,-5.7,54.3*

Additional compounds.
SMILES	PRC2 inh	IDH1 R132H inh
COCC#Cc1ccc2c(c1)O[C@@H](CN(C)C(=O)C1CCOCC1)[C@H](C)CN([C@@H](C)CO)S2(=O)=O	-3.2	0.1
C[C@H]1CN([C@@H](C)CO)C(=O)c2cc(-c3ccc(F)cc3)cnc2O[C@@H]1CN(C)C(=O)c1ccccn1	-10.1	2.1
COC(=O)CNC(=O)c1cc2cc(Cl)ccc2oc1=O	10.7	-0.5
O=C1NCC(=O)N2[C@@H]1C[C@@H](C(=O)NCc1ccc(F)cc1)[C@H]2c1ccc(O)cc1	-2.1	/
COc1cc(-c2nc3sc4c(c3c(=O)[nH]2)CCCC4)cc(Br)c1OCC(=O)O	14.9	0.2
C[C@@H]1CN([C@H](C)CO)C(=O)c2cc(NS(=O)(=O)c3ccccc3)ccc2O[C@H]1CN(C)Cc1ccncc1	3.2	2.7
CC(C)CC#Cc1ccc2c(c1)O[C@@H](CN(C)C(=O)CC1CC1)[C@H](C)CN([C@@H](C)CO)S2(=O)=O	-4.9	-0.2
CNC[C@H]1OCCCC[C@@H](C)Oc2ccc(NC(=O)Nc3ccc4c(c3)OCO4)cc2C(=O)N([C@@H](C)CO)C[C@@H]1C	-0.7	/
C[C@H](CO)N1C[C@H](C)[C@H](CN(C)C(=O)Nc2ccc(C(F)(F)F)cc2)Oc2c(NS(C)(=O)=O)cccc2C1=O	/	1.4
COc1ccc(NC(=O)Nc2cccc3c2O[C@@H](CN(C)Cc2ccc(Oc4ccccc4)cc2)[C@@H](C)CN([C@H](C)CO)C3=O)cc1	/	-8.4
CN(C)CC(=O)Nc1ccc2c(c1)[C@@H]1C[C@@H](CC(=O)NCCc3ccccc3)O[C@H](CO)[C@@H]1O2	-0.6	0.5
C[C@H]1CN([C@@H](C)CO)C(=O)c2cccc(NS(=O)(=O)c3cn(C)cn3)c2O[C@H]1CN(C)S(C)(=O)=O	/	2.6
Cn1c(Cc2cccc3ccccc23)nnc1SCC(=O)c1ccc(Cl)cc1	24.3	1.4
COC(=O)C[C@H]1C[C@@H]2c3cc(NS(=O)(=O)c4cccc(OC)c4)ccc3O[C@@H]2[C@H](CO)O1	1.8	-0.2
CCC(=O)N(C)C[C@@H]1Oc2ncc(C#C[C@H](C)O)cc2C(=O)N([C@@H](C)CO)C[C@@H]1C	/	6.5
C[C@H](CO)N1C[C@H](C)[C@H](CN(C)Cc2ccc(C(F)(F)F)cc2)Oc2ccc(NC(=O)Nc3ccc(C(F)(F)F)cc3)cc2C1=O	/	-0.6
C[C@@H]1CN([C@H](C)CO)C(=O)c2cc(NC(=O)CCCCCC(=O)Nc3ccccc3N)ccc2O[C@H]1CN(C)C(=O)Nc1ccc(F)cc1	2.5	-0.3
C[C@H]1CCCCO[C@@H](CN(C)Cc2ccc3c(c2)OCO3)[C@@H](C)CN([C@@H](C)CO)C(=O)c2cc(NS(=O)(=O)c3cccs3)ccc2O1	/	2.4
Cc1noc(C)c1NC(=O)Nc1ccc2c(c1)C(=O)N([C@H](C)CO)C[C@H](C)[C@H](CN(C)S(=O)(=O)c1ccc(Cl)cc1)OCCCC[C@@H](C)O2	/	1.1
C[C@H]1CN([C@@H](C)CO)C(=O)CCCn2cc(nn2)CO[C@H]1CN(C)S(=O)(=O)c1cccc(F)c1	3.0	/
C[C@H]1CN([C@@H](C)CO)C(=O)c2cc(NC(=O)Nc3ccccc3)ccc2O[C@H]1CN(C)C(=O)Nc1ccc(C(F)(F)F)cc1	/	-1.2
C[C@@H]1CN([C@@H](C)CO)C(=O)c2cc(NC(=O)Nc3ccccc3)ccc2O[C@@H](C)CCCCO[C@@H]1CN(C)C(=O)CCCN(C)C	/	-7.2
C[C@@H]1CN([C@H](C)CO)C(=O)c2cc(NC(=O)Cn3cnnn3)ccc2O[C@@H]1CN(C)C(=O)Nc1ccc2c(c1)OCO2	/	0.0
O=C(NCCCn1ccnc1)c1ccc(Cl)s1	-12.5	12.7
O=C(C[C@H]1C[C@H]2c3cc(NC(=O)Nc4ccccc4)ccc3O[C@H]2[C@@H](CO)O1)NCc1cccnc1	-19.1	0.3
Cc1ccc(S(=O)(=O)NCC[C@H]2CC[C@@H](NC(=O)Nc3cccc(F)c3)[C@@H](CO)O2)cc1	-14.3	0.4
C[C@@H]1CCCCO[C@H](CN(C)S(=O)(=O)c2ccc(F)cc2)[C@@H](C)CN([C@@H](C)CO)C(=O)c2cc(NC(=O)c3ccncc3)ccc2O1	/	-0.4
C[C@@H]1CN([C@H](C)CO)C(=O)c2cc(N(C)C)ccc2O[C@@H](C)CCCCO[C@@H]1CN(C)S(=O)(=O)c1ccccc1	-16.4	2.3
CO[C@@H]1CN(C)C(=O)c2ccc(NC(=O)c3nc4ccccc4s3)cc2OC[C@H](C)N(Cc2cncnc2)C[C@@H]1C	2.6	-0.4
CC(=O)c1cccc(NC(=O)CSc2nnc(-c3cc4ccccc4cc3O)n2C)c1	9.7	0.1
CCCNC(=O)N(C)C[C@H]1Oc2ncc(C#C[C@H](C)O)cc2C(=O)N([C@H](C)CO)C[C@H]1C	-18.4	/
O=C(N[C@H]1CC[C@@H](CCn2cc(-c3ccccn3)nn2)O[C@H]1CO)c1ccccc1	11.9	-0.2
C[C@H]1CCCCO[C@@H](CN(C)S(=O)(=O)c2ccccc2)[C@@H](C)CN([C@@H](C)CO)C(=O)c2cc(NC(=O)Nc3ccccc3)ccc2O1	/	-1.1
C[C@H]1CN([C@@H](C)CO)C(=O)c2cc(-c3cccnc3)cnc2O[C@@H]1CN(C)C(=O)c1cccc(F)c1	0.4	5.3
C/C=C/c1ccc2c(c1)O[C@@H](CN(C)C(=O)c1ccc(F)cc1)[C@H](C)CN([C@H](C)CO)S2(=O)=O	-13.1	-0.2
C[C@H]1CN([C@@H](C)CO)S(=O)(=O)c2ccc(C3=CCCCC3)cc2O[C@@H]1CN(C)Cc1ccccc1	7.4	1.4
C[C@@H]1CN([C@@H](C)CO)C(=O)c2cc(NS(=O)(=O)c3ccc(F)cc3)ccc2O[C@@H](C)CCCCO[C@H]1CN(C)Cc1ccc2c(c1)OCO2	/	0.9
CCCN(C)C[C@@H]1Oc2ncc(-c3cccc(F)c3)cc2C(=O)N([C@H](C)CO)C[C@@H]1C	-17.8	-0.1
O=C(N[C@H]1CC[C@H](CCNC(=O)C2CCOCC2)O[C@H]1CO)c1ccncc1	7.3	-0.1
Cc1noc(C)c1S(=O)(=O)Nc1cccc2c1O[C@@H](CN(C)C(=O)Nc1ccccc1)[C@@H](C)CN([C@H](C)CO)C2=O	/	1.2

One compound at a time, from the list above. Values in the order: PRC2 inh | IDH1 R132H inh
O=C(NCCCn1ccnc1)c1ccc(Cl)s1 as listed: -12.5 | 12.7
C[C@H]1CN([C@@H](C)CO)C(=O)c2cc(-c3cccnc3)cnc2O[C@@H]1CN(C)C(=O)c1cccc(F)c1 as listed: 0.4 | 5.3
Cc1noc(C)c1S(=O)(=O)Nc1cccc2c1O[C@@H](CN(C)C(=O)Nc1ccccc1)[C@@H](C)CN([C@H](C)CO)C2=O as listed: / | 1.2
Cc1ccc(S(=O)(=O)NCC[C@H]2CC[C@@H](NC(=O)Nc3cccc(F)c3)[C@@H](CO)O2)cc1 as listed: -14.3 | 0.4
C/C=C/c1ccc2c(c1)O[C@@H](CN(C)C(=O)c1ccc(F)cc1)[C@H](C)CN([C@H](C)CO)S2(=O)=O as listed: -13.1 | -0.2

The list continues:
SMILES	PRC2 inh	IDH1 R132H inh
C[C@H](NC(=O)C[C@H]1CC[C@@H](NC(=O)CN2CCOCC2)[C@H](CO)O1)c1ccccc1	15.1	0.1
CN(C)c1ccc2c(c1)[C@@H]1C[C@@H](CC(=O)NCc3cc(F)ccc3F)O[C@H](CO)[C@@H]1O2	12.3	-2.9
C[C@@H]1CN([C@@H](C)CO)C(=O)c2cc(C#CC3(O)CCCC3)cnc2O[C@H]1CN(C)C(=O)C1CC1	6.3	-4.3
C[C@H]1CN([C@@H](C)CO)C(=O)c2cc(NC(=O)C3CCCCC3)ccc2O[C@@H]1CN(C)C	1.6	0.2
O=C(C[C@H]1CC[C@@H](NC(=O)c2cccc(F)c2)[C@H](CO)O1)NCc1ccccc1	7.4	0.1
CC(=O)N(C)C[C@@H]1Oc2ncc(-c3cccnc3)cc2C(=O)N([C@H](C)CO)C[C@@H]1C	2.0	-0.8
CC(C)NC(=O)N[C@H]1C=C[C@@H](CC(=O)O)O[C@@H]1CO	6.0	0.3
CCCC#Cc1cnc2c(c1)C(=O)N([C@H](C)CO)C[C@@H](C)[C@@H](CN(C)C(=O)Cc1ccncc1)O2	0.3	1.1
